EPAC2 antag: blocks human EPAC2 exchange factor | Q8WZA2 | EPAC2 GEF exchange of Rap1B-BODIPY-GDP, fluorescence | Potency, µM (doses to about 114 µM), inactives show at the top dose activity, negative = inhibition, hits mostly inhibitors | 0.18% of 360,000 active | AID 720708; also: % is scaled to controls: 0 for no effect and ±100 for the full control effect; nearly all actives have a fitted effect of over 45% in size; many of its hits are not listed in these tables
Target sequence (Q8WZA2 whole entry, looked up): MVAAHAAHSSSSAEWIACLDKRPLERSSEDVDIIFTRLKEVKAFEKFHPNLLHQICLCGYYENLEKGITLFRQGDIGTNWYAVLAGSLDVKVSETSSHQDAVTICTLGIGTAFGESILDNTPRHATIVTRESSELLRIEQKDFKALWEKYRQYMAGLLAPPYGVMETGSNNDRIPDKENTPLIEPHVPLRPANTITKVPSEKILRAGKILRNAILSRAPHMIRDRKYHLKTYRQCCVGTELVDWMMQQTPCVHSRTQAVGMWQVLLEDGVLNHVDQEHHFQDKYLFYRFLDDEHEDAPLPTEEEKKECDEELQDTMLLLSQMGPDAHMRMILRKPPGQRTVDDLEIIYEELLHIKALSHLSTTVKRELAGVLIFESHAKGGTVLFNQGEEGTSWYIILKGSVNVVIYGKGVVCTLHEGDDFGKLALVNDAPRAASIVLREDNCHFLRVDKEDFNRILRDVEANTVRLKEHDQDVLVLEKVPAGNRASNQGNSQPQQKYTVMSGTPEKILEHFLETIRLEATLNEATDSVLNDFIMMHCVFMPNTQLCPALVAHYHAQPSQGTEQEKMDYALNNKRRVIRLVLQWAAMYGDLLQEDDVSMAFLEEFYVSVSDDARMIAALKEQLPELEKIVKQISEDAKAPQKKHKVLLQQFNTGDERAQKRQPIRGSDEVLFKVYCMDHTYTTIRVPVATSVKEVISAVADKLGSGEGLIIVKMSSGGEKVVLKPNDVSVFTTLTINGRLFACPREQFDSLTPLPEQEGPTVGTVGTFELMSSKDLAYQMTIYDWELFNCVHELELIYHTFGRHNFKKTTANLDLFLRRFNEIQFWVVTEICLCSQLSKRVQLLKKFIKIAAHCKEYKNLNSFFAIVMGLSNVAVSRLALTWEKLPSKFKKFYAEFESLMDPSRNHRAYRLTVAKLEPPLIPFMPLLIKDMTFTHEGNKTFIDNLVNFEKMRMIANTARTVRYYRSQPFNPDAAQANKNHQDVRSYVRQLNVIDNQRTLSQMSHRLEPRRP
HepG2 viability: HepG2 cytotoxicity, counter-screen for TGF-b inhibitors | 0.76% of 410,000 active | HepG2 CAGA-GFP viability, ATP luminescence, 18 h | Potency, µM (top dose mostly 46.1 µM), inactives show at the highest dose activity change, negative = cytotoxicity, most hits filed as cytotoxic | AID 588856; also: some results filed as inactive show a strong effect at the top dose
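CellTiter-Glo luminescence gave cytotoxicity after 18 hours at 37 degrees C. The cells were HepG2 CAGA-GFP in 1% FBS DMEM, stimulated with 500 pg/mL TGF-beta after compound addition. %Activity was normalised to no-cell wells (complete cell-killing) and DMSO (no toxicity), and curves were fitted and classified.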
ATXN viability: reduces viability in counter-screen for ATXN expression inhibitors | Potency, µM (doses to about 56.7 µM), hits mostly cytotoxic | S2 cells (HEK-293 line with an ATXN2-luciferase reporter) viability, CellTiter-Fluor protease fluorescence, 24 h | AID 651635 | 0.49% of 400,000 active; also: nearly all actives have a fitted effect of over 40% in size
Nrf2 inh: inhibitors of Nrf2 signaling; Potency, µM (highest dose often 46 µM), without a hit: at the highest dose activity change, negative = inhibition, hits mostly inhibitors; 2.1% of 360,000 active; A549 ARE-Fluc reporter, luciferase luminescence, 18-24 h; also: % is scaled to controls: 0 for no effect and ±100 for the full control effect; nearly all actives have a fitted effect of over 60% in size
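In this cell-based qHTS, ARE-driven firefly luciferase in A549 cells reports Nrf2 activity; the luminescent signal after BugLite lysis is the measured value, with a prior CellTiter-Fluor read for cell health.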
ATXN2 expr inh: inhibitors of ATXN2 expression. HEK-293 ATXN2-luciferase reporter, luminescence, 24 h. 0.72% of 360,000 active. Potency, µM (top dose mostly 57 µM), for the others: top-dose activity change, negative = inhibition, usual class: inhibitors; also: % is scaled to controls: 0 for no effect and ±100 for the full control effect; nearly all actives have a fitted effect of over 55% in size
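qHTS (up to 57 uM final) was run with 24 h compound exposure of reporter cells at 37 °C. Each well was multiplexed: SteadyGlo luminescence measured ATXN2-luciferase expression after a fluorogenic Gly-Phe-AFC viability readout (25 uM final).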
A549 tox: kills or reduces viability of A549 cells in Nrf2 counter-screen | Potency, µM (doses to about 46 µM), without a hit: at the highest dose activity change, negative = cytotoxicity, actives largely listed as inhibitors | AID 504648 | 0.16% of 390,000 active | A549 ARE-Fluc cells, CellTiter-Fluor viability, 18-24 h; also: % is scaled to controls: 0 for no effect and ±100 for the full control effect
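A549 ARE_Fluc cells in 5% FBS OPTI-MEM were exposed to compounds in concentration-response for 18-24 h at 37 deg C. Viability was read by CellTiter-Fluor fluorescence (Ex 405/Em 525) after 30 min, before the luciferase read.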
Nrf2 ARE act: Nrf2 pathway activation; AID 624171; Potency, µM (highest dose often 46.1 µM), inactives show at the top dose activation, usual class: activators; 0.31% of 410,000 active; AREc32 ARE-luciferase reporter (MCF7-derived line), luminescence, 24 h; also: % of control where 0% means no effect; nearly all actives have a fitted effect of over 65% in size
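For detection, Steady-Glo was added and plates sat 30 min at RT; before that, AREc32_Fluc cells grown overnight in OPTI-MEM/5% FBS had been treated with 23 nL compound for 24 hr at 37 deg C.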
TGFb SMAD3 inh: blocks TGF-b signaling; HepG2 CAGA-GFP TGF-b/SMAD3 reporter, GFP fluorescence, 18 h; TGF-beta stimulated, 500 pg/mL final; 1.2% of 410,000 active; Potency, µM (series often up to 46.1 µM), without a hit: top-dose activity, negative = inhibition, hits mostly inhibitors; AID 588855; also: % is scaled to controls: 0 for no effect and ±100 for the full control effect; nearly all actives have a fitted effect of over 65% in size
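Read-out: total well GFP (ex488/em500-530) summed from mean per-cell fluorescence. Cells: HEPG2 CAGA-GFP, 1% FBS DMEM, 18 h at 37 degrees C with 500 pg/mL final TGF-beta. Unstimulated wells served as the full-inhibition control; stimulated DMSO wells = 0%.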
MCF10A rerep: induces DNA re-replication in MCF 10a normal breast cells; MCF 10A DNA re-replication, Hoechst nuclear intensity, 48 h; 2.9% of 350,000 active; Potency, µM (titrated, usually from 46.1 µM), without a hit: at the highest dose activity, positive = re-replication, usual class: activators; also: % of control where 0% means no effect; nearly all actives have a fitted effect of over 50% in size
* hit, by the source's call; i = inactive; ? = inconclusive; . = no result given; & = joins results of further samples; ! = repeats disagree; [ ] = remark or other dose. Calls follow the shape of the dose curve; as a rule, active = well fitted curve in the direction sought with a large enough effect; inconclusive = small, poorly fitted or top-dose-only effect, or another doubt; inactive = no such curve, though single readings can be large; an effect the other way counts as inactive or inconclusive. Potency is read from the fitted curve at half-maximal effect.

SMILES	EPAC2 antag	HepG2 viability	ATXN viability	Nrf2 inh	ATXN2 expr inh	A549 tox	Nrf2 ARE act	TGFb SMAD3 inh	MCF10A rerep
CC(C)c1ccc(C2NC(=O)c3ccccc3O2)cc1 (configuration not stated)	3%	1%	?	1%	51%[activator]	0%	-0.7%	1%	3%
CCOC(=O)C1CCN(C(=O)CCc2nc3ccccc3[nH]2)CC1	3%	-1%	i	.	0%	-1%	0.3%	6%	-2%
CCCc1nc2c(sc3nc4c(cc32)COC(C)(C)C4)c(=O)n1Cc1ccco1	-6%	-24%	i	-11%	-5%	0%	1.6%	-19%	1%
COc1cc(NC(=S)NC(=O)CCc2ccccc2)cc(OC)c1	-11%	-10%	i	2%	0%	10%	-0.2%	?	1%
CN1C(=O)Cc2cc(S(=O)(=O)N3CCOCC3)ccc21	10%	3%	i	3%	2%	1%	2.4%	?	1%
Cc1cc(C(=O)N2CCCC(Nc3ccc(F)cc3)C2)n(C)n1 (configuration not stated)	-1%	0%	i	9%	3%	0%	0.0%	0%	1%
CCC1CSC(Nc2ccc(C(=O)/C=C/c3ccc(Oc4ccccc4)cc3)cc2)=N1 (configuration not stated)	-3%	-64%	?	?	?	-17%	28%	?	?
O=c1nc(-c2ccccc2)n(-c2ccccc2)c2ncccc12	1%	-14%	i	-2%	-6%	0%	0.1%	-10%	-3%
O=S(=O)(c1ccccc1)N1CCC(O)(CSc2ccc(F)cc2)CC1	-11%	-17%	?	4.1µM*	?	?	-0.5%	0%	?
CN1CCN(C(=O)c2ccc(CNS(=O)(=O)c3cccc(Cl)c3)cc2)CC1	3%	1%	i	1%	5%	1%	3.9%	-6%	?

Exported as a markdown table: 2 of the compounds above.
| compound | EPAC2 antag | HepG2 viability | ATXN viability | Nrf2 inh | ATXN2 expr inh | A549 tox | Nrf2 ARE act | TGFb SMAD3 inh | MCF10A rerep |
| --- | --- | --- | --- | --- | --- | --- | --- | --- | --- |
| Cc1cc(C(=O)N2CCCC(Nc3ccc(F)cc3)C2)n(C)n1 (configuration not stated) | -1% | 0% | i | 9% | 3% | 0% | 0.0% | 0% | 1% |
| CCC1CSC(Nc2ccc(C(=O)/C=C/c3ccc(Oc4ccccc4)cc3)cc2)=N1 (configuration not stated) | -3% | -64% | ? | ? | ? | -17% | 28% | ? | ? |

Next entries.
SMILES	EPAC2 antag	HepG2 viability	ATXN viability	Nrf2 inh	ATXN2 expr inh	A549 tox	Nrf2 ARE act	TGFb SMAD3 inh	MCF10A rerep
COc1ccc2c(C=Nc3c(C)n(C)n(-c4ccccc4)c3=O)c(O)n(Cc3ccco3)c(=O)c2c1	-44%&38%	11%&-43%	i	-13%&-15%	-4%&-4%	-17%&-22%	0.3%&-0.6%	30%&0%	18µM*!
CCCCCn1c(=N)c(S(=O)(=O)c2ccc(C)cc2)cc2c(=O)n3cc(C)ccc3nc21	.	-3%	i	13%	1%	-5%	-1.6%	27%	.
CC1CCN(CCC(=O)Nc2ccccc2)CC1	7%	2%	i	17%	4%	5%	-0.7%	16%	3%
CC(=O)c1ccc(OCc2cc(C(=O)N3CCC(c4ccncc4)CC3)no2)cc1	-9%	-39%	.	0%	.	1%	8.1%	-52%	?
C[C@H](CO)N1C[C@H](C)[C@@H](CN(C)C(=O)NC2CCCCC2)Oc2c(NS(=O)(=O)c3cccs3)cccc2C1=O	15%	-4%	i	14%	7%	1%	-1.0%	3%	-3%
Cc1ccc(C)c(N2CCN(S(=O)(=O)c3ccc(-c4ccc(=O)[nH]n4)o3)CC2)c1	-5%	-29%	?	?	-27%	-12%	0.0%	-20%	?
O=C1NC(=O)/C(=C\c2ccsc2)N1	-8%	-77%	i	-11%	-18%[11.3 µM]	-8%	7.7%	10%	-7%
O=C(CCc1nc2ccccc2s1)NCc1ccccc1F	-12%	2%	i	11%	28%	19%	6.0%	-5%	?
O=C(c1cnn2c(C(F)(F)F)cc(-c3cccs3)nc12)N1CCN(C(c2ccccc2)c2ccccc2)CC1	-1%	4%	i	?	1%	-13%	0.2%	20%	9%
O=C(O)CN1C(=O)NC2(CCOc3ccccc32)C1=O (configuration not stated)	0%	3%	i	0%	11%	1%	0.0%	-20%	10%
COc1ccc(OCCCN2CCc3ccccc3C2)cc1	6%	-33%	i	-4%	-13%	1%	-0.8%	0%	10%
CCOc1ccc(N(CC(=O)Nc2cccc(Br)c2)S(C)(=O)=O)cc1	-12%	-18%	i	?	.	-2%	5.7%	-20%	4%
CCCCCc1ccc(-c2cn(Cc3cccc(OC)c3)nn2)cc1	-17%	-10%&-3%	i	3%	1%	1%	-0.7%	?	?
O=[N+]([O-])c1ccc(O)c(Nc2ncnc3ccc(Br)cc23)c1	-16%	-7%	?	?	?	3%	9.5%	-22%	13µM*
CC1=Nc2ccccc2/C1=C/c1c(N)n2c(S(=O)(=O)C(C)C)nsc2nc1=O	-25%	2%	i	?	-10%[11.3 µM]	?	0.0%	-5%	3%
Cc1ccc2c(CN3CCN(C(=O)c4ccco4)CC3)cc(=O)oc2c1C	-6%	-9%	i	14%	-9%[11.3 µM]	0%	9.2%	6%	8%
O=C1C=C(c2n[nH]nc2-c2ccccc2)C[C@@H](c2ccc(F)cc2)C1	-10%	-45%	i	.	?	.	-0.5%	?	.
C#CCNC(=O)C1=C[C@@H](c2ccc(C#C)cc2)[C@H](CCCO)[C@@H](OCC)O1	1%	-1%	i	-12%	-10%	5%	0.8%	-2%	17%
O=C(CC1N=C2c3ccccc3N=C(SCc3ccc(Cl)cc3)N2C1=O)NCCc1ccccc1 (configuration not stated)	.	-2%	i	.	36%	?	8.5%	1%	.
O=P1(O)Cc2ccccc2-c2ccccc21	-1%	-3%	i	2%	-17%	3%	-0.4%	-27%	2%

Limited to ATXN viability (4 entries from above):
| smiles | ATXN viability |
| --- | --- |
| COc1ccc(OCCCN2CCc3ccccc3C2)cc1 | i |
| CCOc1ccc(N(CC(=O)Nc2cccc(Br)c2)S(C)(=O)=O)cc1 | i |
| CCCCCc1ccc(-c2cn(Cc3cccc(OC)c3)nn2)cc1 | i |
| O=[N+]([O-])c1ccc(O)c(Nc2ncnc3ccc(Br)cc23)c1 | ? |

(next part)
SMILES	EPAC2 antag	HepG2 viability	ATXN viability	Nrf2 inh	ATXN2 expr inh	A549 tox	Nrf2 ARE act	TGFb SMAD3 inh	MCF10A rerep
Cc1nn2c(-c3cccc(NC(=O)CSc4nc5ccccc5o4)c3)nnc2c2ccccc12	17%	-58%	i	?	-25%	-25%	0.0%	?	10µM*
Cc1ccccc1S(=O)(=O)Cc1ccc(C(=O)NCCN2CCCCC2C)o1 (configuration not stated)	8%	8%	i	10%	3%	7%	-0.3%	1%	-5%
O=C(Nc1cccc(C(F)(F)F)c1)c1csc(-c2ccncc2)n1	-12%	-26%	i	?	-24%	20%	2.2%	-5%	?
COCCn1c(N)c(Sc2ccc(Cl)cc2)c(=O)[nH]c1=O	3%	16%	i	?	2%	1%	-0.1%	-3%	-23%
Fc1c(F)c(F)c(SCn2cc(Br)cn2)c(F)c1F	-4%	-3%	i	-7%	.	-1%	0.2%	-3%	1%
CC(C)Nc1nc(Nc2ccc(F)cc2)c2sccc2n1	-8%	-22%	?	.	-22%	.	6.6%	27%	.
COc1ccc(NC(=O)CCNC(=O)c2ccco2)c(OC)c1	5%	-15%	i	5%	7%	5%	-0.3%	4%	-2%
CCN(CC)c1nc(-c2ccc(C(=O)NN)cc2)nc(-c2ccc(C(=O)NN)cc2)n1	-11%	-3%	i	6%	-2%	9%	3.8%	6%	6%
CC(C)(C)OC(=O)N1CCC(c2c(C(=O)NC3CCN(Cc4ccccc4)CC3)cnn2-c2cccc(F)c2)CC1	.	-33%	.	8%	.	1%	4.2%	?	.
NC(=O)c1nsc(C(=O)N(CC(=O)NC2CCCCC2)Cc2ccc(F)cc2)c1N	-8%	-22%	i	?	12%	-5%	0.0%	19%	-14%

The final four compounds of the part above are carried over, then new ones follow.
SMILES	EPAC2 antag	HepG2 viability	ATXN viability	Nrf2 inh	ATXN2 expr inh	A549 tox	Nrf2 ARE act	TGFb SMAD3 inh	MCF10A rerep
COc1ccc(NC(=O)CCNC(=O)c2ccco2)c(OC)c1	5%	-15%	i	5%	7%	5%	-0.3%	4%	-2%
CCN(CC)c1nc(-c2ccc(C(=O)NN)cc2)nc(-c2ccc(C(=O)NN)cc2)n1	-11%	-3%	i	6%	-2%	9%	3.8%	6%	6%
CC(C)(C)OC(=O)N1CCC(c2c(C(=O)NC3CCN(Cc4ccccc4)CC3)cnn2-c2cccc(F)c2)CC1	.	-33%	.	8%	.	1%	4.2%	?	.
NC(=O)c1nsc(C(=O)N(CC(=O)NC2CCCCC2)Cc2ccc(F)cc2)c1N	-8%	-22%	i	?	12%	-5%	0.0%	19%	-14%
O=c1oc(-c2ccccc2F)nc2scc(-c3ccccc3)c12	-10%	-1%	i	3%	15%	-4%	9.8%	0%	7%
CCOC(=O)SC1=N/C(=C\c2ccc(N(C)C)cc2)C(=O)S1	-3%	-15%	i	27%	8%	7%	5.0%	2%	-3%
COc1ccc2[nH]c(=O)c(CNc3ccccc3OC)cc2c1	-8%	-20%	i	-18%	-17%	3%	5.1%	-28%	-4%
FC(F)(F)c1cc(-c2ccccc2)nc(-n2cc(Cl)cn2)n1	?	12%	i	-22%	.	13%	-0.3%	4%	3%
O=C(NCc1ccccc1Cl)C1CCN(S(=O)(=O)N2CCC3(CC2)OCCO3)CC1	6%	-2%	i	7%	-6%	-6%	-0.3%	-1%	6%
O=C(CCn1cnc2onc(-c3ccc(F)cc3)c2c1=O)N1CCN(c2ccc(F)cc2)CC1	.	-5%	i	?	-38%	-17%	1.1%	?	.
CCCCC1=CC2=C(c3ccco3)C(=O)C(C)(OC(=O)c3ccc(OC)cc3)C(=O)C2=CN1CCc1ccccn1 (configuration not stated)	11%	1%	i	1%	-12%	-10%	4.5%	?	4%
C[C@@H]1CN([C@@H](C)CO)C(=O)CCCn2nncc2CO[C@H]1CN(C)C(=O)Nc1cccc2ccccc12	4%	16%	?	.	-3%	.	-0.7%	20%	.
COc1ccc(-n2c(C)cc(/C=C/c3nc(O)c([N+](=O)[O-])c(=O)[nH]3)c2C)cc1	0%	0%	?	1%	-10%	?	-0.8%	54%[activator]	-4%
CN(C)/C=C1\N=C(c2ccccc2)OC1=O	-11%	-14%	i	28%	8%	0%	-0.3%	-1%	-7%

Some of the compounds tested. The share of hits here may be higher or lower than overall.
